# Source: PubChem BioAssay
# HIV fusion peptide: inhibitors of HIV fusion peptide binding, primary screen, biochemical, uHTS, fluorescence dequenching (AID 1986) | cell-free peptide binding, fluorescence dequenching, 30 min; higher % means a stronger effect | inhibition, % at 20 µM; hits with a dose series show IC50 in µM | hit rate 0.3% among 290,000; in the data active = inhibition mostly above about 52%, no sharp cut-off; inactive = mostly below about 76%; also: some results filed as inactive read as strong as hits
# GPR55 beta-arrestin: GPR55 agonists via beta-arrestin recruitment, primary screen, imaging, U2OS cells, beta-arrestin-GFP redistribution (AID 1961); U2OS GPR55 beta-arrestin-GFP redistribution imaging; higher % means a stronger effect; one-dose activation, % at 10 µM; EC50 in µM for titrated hits; hit rate 0.048% among 290,000;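 active = activation above 40% with more than 50 cells counted in the well; inconclusive = wells holding fewer than 50 cells, flagged as toxic or sparse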;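 also: U2OS osteosarcoma cells stably expressing GPR55 and beta-arrestin-GFP; plate controls were DMSO negative control for no effect and LPI positive control for full effect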
# SIAH1 antagonists: blockers of Siah-1 interaction with plectin peptide – biochemical, fluorescence polarization, rhodamine-plectin, uHTS, primary screen (AID 1817); Siah-1 / rhodamine-plectin peptide fluorescence polarization; higher % means a stronger effect; displacement, % at 20 µM, or IC50 in µM where a hit was titrated; hit rate 0.02% among 290,000;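 active = displacement of at least 50% at 20 µM, with a fluorescence ratio check between 0.3 and a set limit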;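 also: plate controls were Siah plus tracer with DMSO for no effect and tracer alone without Siah for full effect; strong numbers were not always called active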
# KOR beta-arrestin-1: kappa opioid receptor activators – cell-based, luminescence, uHTS, primary screen (AID 1777) | activation, % at 10 µM; hits with a dose series show EC50 in µM | hit rate 0.02% among 280,000 | KOR beta-arrestin recruitment, luminescence; higher % means a stronger effect; in the data active = activation above about 50%, passing the limit was not always enough; also: a part of the inactive calls stands beside numbers as strong as those of hits
# GPR35 arrestin U2OS: inhibition of zaprinast-stimulated GPR35 beta-arrestin translocation – imaging, U2OS, beta-arrestin-GFP, zaprinast agonist, primary screen (AID 2058) | U2OS GPR35 beta-arrestin-GFP translocation imaging, zaprinast antagonism; higher % means a stronger effect | one-dose inhibition, % at 10 µM; IC50 in µM for titrated hits | hit rate 0.052% among 290,000;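 active = inhibition of at least 50% with at least 30 cells and total cytoplasm GFP at most 10,000,000; inconclusive = under 30 cells or total GFP of 10,000,000 plus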
# GPR55 LPI antagonism: GPR55 antagonists blocking LPI-driven arrestin recruitment, primary screen, imaging, U2OS, beta-arrestin-GFP, LPI agonist (AID 2013) | U2OS GPR55 beta-arrestin-GFP translocation imaging, LPI antagonism; higher % means a stronger effect | inhibition, % at 10 µM, or IC50 in µM where a hit was titrated | hit rate 0.13% among 290,000;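 active = spots per cell inhibited over 60%, with over 100 cells counted and total cytoplasm intensity under 500,000; inconclusive = wells with under 100 cells, flagged as likely toxic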;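 also: U2OS cells stably carrying GPR55 and arrestin-GFP stimulated by 5 µM LPI near EC80; imaged beta-arrestin-GFP aggregate spots per cell after agonist stimulation; plate controls were LPI-stimulated DMSO wells for no effect and DMSO wells without LPI for full effect; some results filed as inactive read as strong as hits; confirmed hits need IC50 under 10 µM and bright autofluorescent wells are also inconclusive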
# KOR beta-arrestin-2: kappa opioid receptor blockers – cell-based, luminescence, uHTS (AID 1778) | KOR beta-arrestin recruitment, luminescence, antagonist mode; higher % means a stronger effect | inhibition, % at 10 µM; hits with a dose series show IC50 in µM | hit rate 0.091% among 290,000; in the data active = inhibition above about 50%; also: strong numbers were not always called active
# AID2073: inhibitors of Mint1-CaV2.2 protein interaction, biochemical, HTRF (AID 2073). hit rate 0.19% among 290,000. HTRF protein-protein interaction, Mint1-CaV2.2; higher % means a stronger effect. one-dose inhibition, % at 20 µM; IC50 in µM for titrated hits; in the data active = inhibition mostly above about 51%, no sharp cut-off; inconclusive = no clear call, values can overlap the other calls; inactive = mostly below about 53%; also: some results filed as inactive read as strong as hits
# NOD1 inhibition: inhibition of NOD1-driven NF-kB reporter – cell-based, luminescence, uHTS, primary screen (AID 1578); one-dose inhibition, % at 4 µM; EC50 in µM for titrated hits; NOD1-driven NF-kB luciferase reporter cells, luminescence; higher % means a stronger effect; hit rate 1% among 290,000; in the data active = inhibition mostly above about 36%, no sharp cut-off; inactive = mostly below about 34%;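 also: HEK-293T reporter cells stimulated with the NOD1 agonist gamma-tri-DAP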
# Starred values were filed as active, the others as inactive; i = inactive; ? = inconclusive; . = no result given; [ ] = dose if it differs, or a comment.
SMILES,HIV fusion peptide,GPR55 beta-arrestin,SIAH1 antagonists,KOR beta-arrestin-1,GPR35 arrestin U2OS,GPR55 LPI antagonism,KOR beta-arrestin-2,AID2073,NOD1 inhibition
O=C(N/N=C1/CCCc2ccccc21)C(c1ccccc1)c1ccccc1,1.0%,0.3%,5%,1.8%,0%,22%,2%,7%,-87%
COc1ccc(CCNC(=O)c2ccc(S(=O)(=O)N(C)c3ccccc3)cc2)cc1OC,3.3%,0.3%,i,-3.9%,3%,3%,-16%,2%,24%
CC1CN(C(=S)SCC(=O)c2ccc(Cl)cc2)CC(C)O1 (configuration not stated),2.2%,-0.3%,11%,-0.9%,-6%,16%,22%,-38%,-5%
COC(=O)c1ccc(Cn2nnc3c(=O)[nH]c(C4CCCN(S(=O)(=O)c5ccccc5)C4)nc32)cc1 (configuration not stated),0.9%,0.4%,14%,6.1%,16%,13%,-23%,13%,-18%
CC(C)c1ccc(NC(=O)C2CCCCC2C(=O)O)cc1 (configuration not stated),0.5%,0.3%,3%,-3.3%,11%,11%,35%,-2%,.
Cc1nnc2sc(COc3ccccc3)nn2c1=O,-0.5%,-0.1%,-4%,0.7%,8%,4%,17%,12%,-10%
CCCCn1c(=N)c(S(=O)(=O)c2ccc(Br)cc2)cc2c(=O)n3cccc(C)c3nc21,4.9%,0.3%,4%,-4.5%,-10%,12%,-32%,14%,-16%
O=C(Nc1cccc(F)c1)c1ccc(Cn2cc([N+](=O)[O-])cn2)o1,0.4%,0.3%,-1%,-0.7%,-13%,5%,-21%,?,-26%
O=C1/C(=C/c2ccc3c(c2)OCO3)Oc2cc(OCC(=O)N3CCC[C@H]3C(=O)O)ccc21,17%,-0.1%,0%,-2.4%,-10%,8%,-36%[20 µM],19%,-9%
CCOC(=O)C1(C)/C(=N/Nc2ccc(S(N)(=O)=O)cc2)C(=O)C(=O)N1c1ccccc1 (configuration not stated),-2.9%,-0.4%,4%,-9.4%,-4%,8%,25%,5%,-13%
O=C(CN1CCOCC1)Nc1ccccc1C(=O)Nc1ccccc1,0.1%,0.2%,-3%,7.5%,-4%,-4%,-30%,6%,-23%
CCc1nnc(NC(=O)CSc2nnc(-c3cccnc3)n2C)s1,-1.1%,-0.3%,-6%,-4.9%,-8%,6%,12%,-6%,-15%
CC(C)N(Cc1cnn(C)c1)Cc1nc(Cc2ccccc2Cl)no1,0.0%,-0.1%,1%,.,19%,6%,5%[20 µM],-1%,-36%
O=C(NNS(=O)(=O)c1ccccc1F)c1cccc(S(=O)(=O)N2CCOCC2)c1,1.8%,0.2%,-4%,2.0%,-11%,0%,-24%,-4%,-20%
CCOC(=O)c1cc2c(c(CSc3nc4ccccc4c(=O)n3Cc3ccco3)c1)OCOC2,1.4%,0.5%,8%,-3.9%,6%,1%,25%,8%,-34%

# Record cards (already shown).
# Record of CC1CN(C(=S)SCC(=O)c2ccc(Cl)cc2)CC(C)O1 (configuration not stated) → HIV fusion peptide = 2.2%; GPR55 beta-arrestin = -0.3%; SIAH1 antagonists = 11%; KOR beta-arrestin-1 = -0.9%; GPR35 arrestin U2OS = -6%; GPR55 LPI antagonism = 16%; KOR beta-arrestin-2 = 22%; AID2073 = -38%; NOD1 inhibition = -5%
# Record of O=C(N/N=C1/CCCc2ccccc21)C(c1ccccc1)c1ccccc1 → HIV fusion peptide = 1.0%; GPR55 beta-arrestin = 0.3%; SIAH1 antagonists = 5%; KOR beta-arrestin-1 = 1.8%; GPR35 arrestin U2OS = 0%; GPR55 LPI antagonism = 22%; KOR beta-arrestin-2 = 2%; AID2073 = 7%; NOD1 inhibition = -87%

# The results go on:
SMILES,HIV fusion peptide,GPR55 beta-arrestin,SIAH1 antagonists,KOR beta-arrestin-1,GPR35 arrestin U2OS,GPR55 LPI antagonism,KOR beta-arrestin-2,AID2073,NOD1 inhibition
CCCC(=O)Nc1nnc(Sc2ccc(N(C)C)cc2)s1,-0.1%,-0.1%,0%,2.3%,1%,4%,-9%,4%,-25%
COc1ccccc1NC(=O)CSc1nnc(NC(=O)C2CC2)s1,-0.6%,0.2%,-1%,-5.4%,14%,4%,-70%,4%,-13%
CCN(CC)c1nc(N2CCOCC2)nc2ccccc12,-0.9%,0.3%,-6%,11%,-3%,7%,-3%[20 µM],14%,.
COc1cccc(/C=N/NC(=S)Nc2cccc(C(=O)O)c2)c1O,7.9%,-0.3%,-2%,-2.9%,-3%,12%,-23%,6%,-10%
Cc1cc(C)cc(NC(=O)C(=O)NCC2CCCO2)c1 (configuration not stated),0.1%,0.8%,2%,-0.7%,-7%,6%,-33%[20 µM],6%,-31%
O=C(CCCCCNc1nc(=S)[nH]c2ccccc12)NCCc1ccc(Cl)cc1,8.8%,-0.3%,-1%,3.0%,-13%,8%,-8%,-5%,12%
O=C(NCc1cccnc1)C(=O)Nc1ccc([N+](=O)[O-])cc1,0.1%,-0.2%,4%,-4.2%,-14%,-3%,5%,6%,-16%
CCOC(=O)NCc1ccc2c(c1)cc(C)n2C,1.2%,0.2%,-2%,0.2%,-1%,-2%,24%,22%,15%
CCn1[nH]c(=O)c(=Nc2c(C)n(C)n(-c3ccccc3)c2=O)cc1-c1ccc(Cl)cc1,0.1%,0.0%,-5%,-0.1%,-2%,6%,4%,-4%,-11%
COC(=O)CN1C(=O)[C@H]2[C@@H](C3CC3)N3C(=O)CN(Cc4ccc(-c5ccccc5)cc4)C(=O)[C@@]3(Cc3ccccc3)[C@H]2C1=O,0.2%,0.7%,8%,-5.4%,-4%,5%,-20%[20 µM],-2%,-25%
COc1ccc(Cl)cc1NC(=O)CN1CCc2ccccc21,0.1%,0.4%,-4%,0.6%,-6%,1%,-22%,19%,-30%
Cc1ccc(-n2ncc3c2CCCC3NC(=O)CCc2cnn(C)c2)cc1C (configuration not stated),-1.1%,0.6%,3%,-1.4%,-14%,7%,-8%,15%,-29%
CCC(=O)NNc1nc2c(C)cccc2s1,-0.7%,-0.3%,1%,-4.2%,0%,9%,-12%,-2%,-7%
CC(C)(C)NC(=O)c1ccc2c3c(cccc13)CC2,-0.2%,-0.1%,1%,-0.1%,-14%,1%,15%,2%,-6%
CC(=O)Nc1ccccc1NC(=O)C/C(C)=N/NC(=O)c1cccnc1,2.4%,-0.1%,9%,1.4%,0%,3%,-74%,-5%,-14%

# Sorted by value in AID2073 (ascending): 7 from the list above
Compound	HIV fusion peptide	SIAH1 antagonists	KOR beta-arrestin-1	GPR35 arrestin U2OS	KOR beta-arrestin-2	AID2073	NOD1 inhibition
CCC(=O)NNc1nc2c(C)cccc2s1	-0.7%	1%	-4.2%	0%	-12%	-2%	-7%
CC(C)(C)NC(=O)c1ccc2c3c(cccc13)CC2	-0.2%	1%	-0.1%	-14%	15%	2%	-6%
COc1ccccc1NC(=O)CSc1nnc(NC(=O)C2CC2)s1	-0.6%	-1%	-5.4%	14%	-70%	4%	-13%
O=C(NCc1cccnc1)C(=O)Nc1ccc([N+](=O)[O-])cc1	0.1%	4%	-4.2%	-14%	5%	6%	-16%
Cc1ccc(-n2ncc3c2CCCC3NC(=O)CCc2cnn(C)c2)cc1C (configuration not stated)	-1.1%	3%	-1.4%	-14%	-8%	15%	-29%
COc1ccc(Cl)cc1NC(=O)CN1CCc2ccccc21	0.1%	-4%	0.6%	-6%	-22%	19%	-30%
CCOC(=O)NCc1ccc2c(c1)cc(C)n2C	1.2%	-2%	0.2%	-1%	24%	22%	15%

# Sorted by formula weight (falling): three of the compounds above.
SMILES,HIV fusion peptide,GPR55 beta-arrestin,SIAH1 antagonists,KOR beta-arrestin-1,GPR35 arrestin U2OS,GPR55 LPI antagonism,KOR beta-arrestin-2,AID2073,NOD1 inhibition
CCOC(=O)C1(C)/C(=N/Nc2ccc(S(N)(=O)=O)cc2)C(=O)C(=O)N1c1ccccc1 (configuration not stated),-2.9%,-0.4%,4%,-9.4%,-4%,8%,25%,5%,-13%
O=C1/C(=C/c2ccc3c(c2)OCO3)Oc2cc(OCC(=O)N3CCC[C@H]3C(=O)O)ccc21,17%,-0.1%,0%,-2.4%,-10%,8%,-36%[20 µM],19%,-9%
CCN(CC)c1nc(N2CCOCC2)nc2ccccc12,-0.9%,0.3%,-6%,11%,-3%,7%,-3%[20 µM],14%,.

# Next section
SMILES,HIV fusion peptide,GPR55 beta-arrestin,SIAH1 antagonists,KOR beta-arrestin-1,GPR35 arrestin U2OS,GPR55 LPI antagonism,KOR beta-arrestin-2,AID2073,NOD1 inhibition
Cc1cc(C)cc(-n2c(SCC(=O)NCc3ccco3)nc3ccccc3c2=O)c1,0.9%,0.5%,3%,-0.4%,6%,11%,-28%,-10%,11%
CCCC(C)C(=O)Nc1nnc(CCc2ccccc2)s1 (configuration not stated),1.8%,0.7%,-4%,1.0%,-2%,5%,-6%,0%,-25%
COc1cccc(-n2ccnc2SCC(=O)Nc2ccccc2)c1,-5.1%,0.3%,-2%,0.4%,1%,1%,-3%,-5%,-22%
Cc1c2c(nc3c(C)cccc13)OC(C)C2 (configuration not stated),3.0%,0.2%,4%,0.1%,5%,-19%,10%,3%,-15%
O=C(NCCCN1CCCCC1)C1CCC(=O)N1CCc1ccccc1 (configuration not stated),-0.4%,0.3%,2%,2.6%,-1%,12%,-9%,-4%,5%
CCO[C@@H]1OC(C(=O)N2CCN(Cc3ccccc3)CC2)=C[C@H](c2ccccc2)[C@H]1CCCO,-0.6%,0.2%,7%,-11%,52%,7%,19%,9%,-24%
O=c1cc(-c2ccc(O)c(O)c2)oc2c(C3O[C@H](CO)[C@@H](O)[C@H](O)[C@H]3O)c(O)cc(O)c12 (some centres not stated),21%,0.2%,12%,1.3%,-1%,6%,14%,1%,7%
Cc1ccc(NC(=O)c2c(C)nc(Nc3nc4ccccc4o3)nc2C)cc1,-2.0%,-0.4%,0%,8.9%,9%,-11%,-4%,-3%,-35%
COC(=O)c1ccc(Cn2cnc3c(sc4nc(N5CCOCC5)c5c(c43)CCCC5)c2=O)o1,1.0%,-0.1%,4%,4.6%,-14%,-6%,0%,26%,-5%
Cn1c(=O)c2ncn(CC(=O)Nc3cc(C(F)(F)F)ccc3N3CCOCC3)c2n(C)c1=O,0.2%,-0.2%,0%,.,-3%,-5%,.,-4%,-5%
Cc1c(Cl)cnc(NC(=O)COC(=O)c2ccc([N+](=O)[O-])s2)c1Cl,18%,0.2%,22%,-4.4%,-9%,3%,5%,1%,-5%
CCOCCCNC(=O)CN1C(=O)COc2ccc(S(=O)(=O)N3CCCC3)cc21,-1.2%,-0.1%,0%,5.2%,-2%,0%,2%,13%,-11%

# Only part of the results is shown; the hit share may differ from the screen's.
